Screens (PubChem)
b-catenin transl = beta-catenin nuclear translocation modulation | AID 1665 | nuclear translocation activity, % at 5 µM | 190,000 tested, 0.3% active | HeLa beta-catenin nuclear translocation, immunofluorescence imaging;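 active = nuclear translocation activity above 50% at 5 µM, with a well cell count of 50 or more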;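 also: per-cell ratio of nuclear to cytoplasmic median beta-catenin stain intensity; plate controls were DMSO negative control for no effect and GSK-3 inhibitor IX positive control for full effect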
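System: Human HeLa cells, endogenous beta-catenin | Compound dosing: 5 µM primary, 0.02–20 µM confirmation | Timing: 24 h compound exposure at 37°C, 5% CO2 | Measured by: Fluorescence imaging of beta-catenin antibody stain plus DAPI | Read-out basis: % activation of per-cell nuclear versus cytoplasmic median beta-catenin signal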
MT stabilize HCS = stabilizes microtubules in HeLa cells | 200,000 tested, 0.83% active | % tubulin-high responders, % at 10 µM | HeLa tubulin immunostaining HCS, 24 h; share of cells brighter than vehicle mean+2SD;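 active = plate Z-score above 3 for both tubulin-high and condensed-nucleus cell shares, with cell loss under 80%, at 10 µM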;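 also: anti alpha tubulin signal scored within the nucleus-defined area of each cell; some results filed as inactive read as strong as hits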
CSM14.1 death rescue = rescue of cells from ER stress-induced death, primary screen, 384-well, CSM14.1, thapsigargin, ATP luminescence (AID 1222). CSM14.1 thapsigargin-induced death rescue, ATP luminescence; higher % means a stronger effect. cellular ATP content (survival), % at 20 µM, or EC50 in µM where a hit was titrated. 190,000 tested, under 10 active;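 active = EC50 below 50 µM in the dose-response confirmation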;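 also: death triggered by thapsigargin at about 15 µM added after 2 h compound pretreatment; cell ATP read after overnight thapsigargin exposure of roughly 18 to 22 hours; normalized against plate controls of thapsigargin alone and 5% DMSO vehicle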
K1F lysis inhibition = inhibition of K1F phage lysis, E. coli UTI89, bacterial capsule biogenesis inhibitors, alamar blue (AID 488966); E. coli UTI89 K1F phage lysis, alamar blue, 2 h; higher % means a stronger effect; 340,000 tested, 0.02% active; one-dose inhibition, % at 100 µM; IC50 in µM for titrated hits;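 active = phage lysis inhibition, versus mean bacterial control, above a set limit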;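 also: capsule biogenesis inhibitors block K1F phage lysis so surviving cells raise fluorescence; higher fluorescence means more inhibition of phage lysis; actives were called in the ten point dose series up to 300 µM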
Ins promoter up = MIN6 insulin promoter up-regulation. 190,000 tested, 0.3% active. MIN6 insulin promoter-GFP reporter, high-content imaging; stronger effect = higher value. AID 1625. z-score at 5 µM;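 active = z-score above 3 at 5 µM with at least 500 cells counted in the well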
Dynein cargo inh = blocks dynein driven cargo transport along microtubules. 220,000 tested, 0.47% active. 3617.4 mouse cells, GR-EGFP nuclear translocation imaging; test concentration mostly 20 µM; stimulated with dexamethasone, 1 µM; stronger effect = lower value. z-score, hits read low;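 active = plate z-score of nuclear minus cytoplasmic receptor signal below a set negative limit, without overly bright fluorescence or cell loss, cut at about -3.5 in these data, passing the limit was not always enough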;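 also: z-score of nuclear minus cytoplasmic ring GR-EGFP intensity difference per well; some compounds called inactive have numbers as strong as hits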
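Also added – dexamethasone, 1.0 µM final · Buffer or medium – tet-free, stripped-serum medium · Schedule – induction 48 h, compound 1 h, agonist 30 min · Detection – formaldehyde fixation, Hoechst nuclear stain, 10x automated fluorescence imaging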
M1AAP inhibition = P. falciparum M1AAP inhibitors, biochemical, fluorogenic H-Leu-NHMec substrate, 1536-well (AID 1445); recombinant M1AAP, H-Leu-NHMec fluorogenic kinetic assay; higher % means a stronger effect; one-dose inhibition, % at 30 µM; IC50 in µM for titrated hits; 220,000 tested, 0.42% active;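 active = primary inhibition above the hit cutoff, then over 50% inhibition at one or more dose response concentrations, cut at about 23% in these data, passing the limit was not always enough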;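 also: plate controls were DMSO full reaction for no effect and no enzyme background for full effect; strong numbers were not always called active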
Autophagy mod = alters autophagy in cells | MEF GFP-LC3 puncta imaging; test concentration mostly 10 µM | calls only at 10 µM (by protocol) | 190,000 tested, 0.98% active | AID 463193;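 active = percentage of spot-positive cells more than 3 SD above its plate mean, without a fluorescence outlier flag or 80% toxicity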;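 also: spot-positive cell cutoff set from DMSO-treated cells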
M17LAP inhibition = P. falciparum M17LAP inhibitors, primary screen, biochemical, fluorogenic H-Leu-NHMec substrate, 1536-well (AID 1619) | recombinant M17LAP, H-Leu-NHMec fluorogenic kinetic assay; higher % means a stronger effect | one-dose inhibition, % at 30 µM; IC50 in µM for titrated hits | 220,000 tested, 0.38% active;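 active = compound inhibiting the enzyme by more than half at any dose during confirmatory dose-response retesting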;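 also: plate controls were full reaction with DMSO carrier for no effect and no enzyme background for full effect; strong numbers were not always called active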
Dynein cargo inh cytoplasmic EGFP = second read-out of Dynein cargo inh, no call of its own (marks repeat the call); z-score; measured here: cytoplasmic GR-EGFP intensity; stronger effect = higher value
Dynein cargo inh nuclear GR-EGFP = second read-out of Dynein cargo inh, no call of its own (marks repeat the call); z-score; measured here: nuclear GR-EGFP intensity;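 lower value marks the stronger effect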
Dynein cargo inh cell count = recorded beside Dynein cargo inh, whose call it bears; z-score; measured here: cell count per field
Ins promoter up cell count = recorded beside Ins promoter up, whose call it bears; cell count; measured here: cytotoxicity, nuclei count;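 total cells summed across four imaged fields per well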
b-catenin transl cell count 5 µM = recorded beside b-catenin transl, whose call it bears; cell count; measured here: cell count, cytotoxicity flag
MT stabilize HCS Hoechst-high % = also measured in MT stabilize HCS; calls as there; % Hoechst-high responders; measured here: nuclear condensation Hoechst responders;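 share of cells brighter than vehicle mean plus two SD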
MT stabilize HCS cytotoxicity % = also measured in MT stabilize HCS; calls as there; toxicity, %; measured here: cytotoxicity by cell density;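 0% = mean cell density of plate MIN control wells and 100% = no cells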
Autophagy mod cell loss 18 h = also measured in Autophagy mod; calls as there; toxicity, %; measured here: cell loss, nuclei count;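 cell loss after 18 h compound exposure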
An asterisk follows results filed as active; [ ] = remark or other dose.

For COc1cccc(OC)c1C(=O)NC(=O)Nc1c(F)c(F)c(F)c(F)c1F the results were b-catenin transl -1.7, K1F lysis inhibition -0.8%, Ins promoter up 1.18, Dynein cargo inh -0.428, M1AAP inhibition 4.1%, M17LAP inhibition 1.8%, Dynein cargo inh cytoplasmic EGFP -0.235, Dynein cargo inh nuclear GR-EGFP -0.547, Dynein cargo inh cell count 1.21, Ins promoter up cell count 1448 and b-catenin transl cell count 5 µM 1126.
For CC1(C)OC(=O)C(=CNNc2c(Cl)cc(Cl)cc2Cl)C(=O)O1 the results were b-catenin transl -0.7, K1F lysis inhibition -0.5%, Ins promoter up -0.01, Dynein cargo inh -0.53, M1AAP inhibition 2.8%, M17LAP inhibition 5.8%, Dynein cargo inh cytoplasmic EGFP -0.186, Dynein cargo inh nuclear GR-EGFP -0.14, Dynein cargo inh cell count 0.0482, Ins promoter up cell count 1117 and b-catenin transl cell count 5 µM 1266.
`COc1cc(OC)cc(C(=O)Oc2ccc(/C=N/Nc3nc4ccccc4s3)cc2OC)c1` gave b-catenin transl -1.8, MT stabilize HCS 3.5, CSM14.1 death rescue 0.0%, K1F lysis inhibition 0.5%, Ins promoter up -0.67, Dynein cargo inh 0.141, M1AAP inhibition 1.0%, Autophagy mod inactive, M17LAP inhibition 0.8%, Dynein cargo inh cytoplasmic EGFP -0.295, Dynein cargo inh nuclear GR-EGFP -0.173, Dynein cargo inh cell count -0.111, Ins promoter up cell count 1068, b-catenin transl cell count 5 µM 486, MT stabilize HCS Hoechst-high % 2.5, MT stabilize HCS cytotoxicity % 2.0 and Autophagy mod cell loss 18 h 5.1.
`COc1ccc(CCNC(=O)c2ccc(N3CCCC3=O)cc2)cc1OC` gave MT stabilize HCS 1.1, CSM14.1 death rescue -2.6%, K1F lysis inhibition 5.6%, Ins promoter up -0.27, Dynein cargo inh 0.18, M1AAP inhibition -7.0%, Autophagy mod inactive, M17LAP inhibition -5.8%, Dynein cargo inh cytoplasmic EGFP -0.284, Dynein cargo inh nuclear GR-EGFP -0.0475, Dynein cargo inh cell count 1.12, Ins promoter up cell count 1288, MT stabilize HCS Hoechst-high % 2.2, MT stabilize HCS cytotoxicity % 8.2 and Autophagy mod cell loss 18 h 1.2.
`CCn1c(C2CC(=O)N(c3ccc(C)c(C)c3)C2)nc2ccccc21` (stereo unspecified) gave b-catenin transl 0.1, MT stabilize HCS 1.7, CSM14.1 death rescue 1.6%, K1F lysis inhibition 1.4%, Ins promoter up -0.26, Dynein cargo inh -0.771, Autophagy mod inactive, Dynein cargo inh cytoplasmic EGFP -0.157, Dynein cargo inh nuclear GR-EGFP -0.0683, Dynein cargo inh cell count 0.0223, Ins promoter up cell count 1558, b-catenin transl cell count 5 µM 1073, MT stabilize HCS Hoechst-high % 3.4, MT stabilize HCS cytotoxicity % 10.4 and Autophagy mod cell loss 18 h 1.4.
CC(=O)/C(N=Nc1nc2c([nH]1)c(=O)n(C)c(=O)n2C)=C(\C)O was read as b-catenin transl 0.3, K1F lysis inhibition 0.8%, Ins promoter up 0.5, Dynein cargo inh -0.28, M1AAP inhibition 3.2%, M17LAP inhibition 2.4%, Dynein cargo inh cytoplasmic EGFP -0.18, Dynein cargo inh nuclear GR-EGFP -0.228, Dynein cargo inh cell count 0.524, Ins promoter up cell count 1021 and b-catenin transl cell count 5 µM 1400.
Cc1cc(-c2nn(-c3ccccc3F)cc2CN2CCCC(CO)C2)c(C)s1 (stereo unspecified) was read as b-catenin transl -0.6, MT stabilize HCS 1.9, CSM14.1 death rescue 0.0%, K1F lysis inhibition 1.2%, Ins promoter up -0.99, Dynein cargo inh -0.358, M1AAP inhibition 7.4%, Autophagy mod inactive, M17LAP inhibition -0.3%, Dynein cargo inh cytoplasmic EGFP -0.307, Dynein cargo inh nuclear GR-EGFP -0.124, Dynein cargo inh cell count 0.578, Ins promoter up cell count 1729, b-catenin transl cell count 5 µM 1598, MT stabilize HCS Hoechst-high % 1.7, MT stabilize HCS cytotoxicity % 6.4 and Autophagy mod cell loss 18 h 5.9.
COc1ccc(-c2nc3cccc(C)n3c2NCC2CCCO2)cc1O (stereo unspecified) was read as b-catenin transl -0.2, MT stabilize HCS 2.8, CSM14.1 death rescue 2.5%, K1F lysis inhibition 3.1%, Ins promoter up 0.68, Dynein cargo inh -1.12, M1AAP inhibition 5.7%, Autophagy mod inactive, M17LAP inhibition -99.1%, Dynein cargo inh cytoplasmic EGFP -0.276, Dynein cargo inh nuclear GR-EGFP -0.361, Dynein cargo inh cell count 0.16, Ins promoter up cell count 1436, b-catenin transl cell count 5 µM 933, MT stabilize HCS Hoechst-high % 2.5, MT stabilize HCS cytotoxicity % 4.1 and Autophagy mod cell loss 18 h 6.4.
`O=C(c1ccccc1)c1ccc(-c2ccc(O)cc2)cc1` gave b-catenin transl 0.9, K1F lysis inhibition 0.3%[50 µM], Ins promoter up 0.63, Dynein cargo inh -0.0891, M1AAP inhibition 0.7%, M17LAP inhibition 13.5%, Dynein cargo inh cytoplasmic EGFP -0.246, Dynein cargo inh nuclear GR-EGFP -0.141, Dynein cargo inh cell count -0.302, Ins promoter up cell count 1347 and b-catenin transl cell count 5 µM 995.
Screening O=S(=O)(Nc1ncccn1)c1ccc(NS(=O)(=O)c2cc(Cl)ccc2Cl)cc1 returned b-catenin transl -0.4, MT stabilize HCS 3.4, CSM14.1 death rescue -0.2%, K1F lysis inhibition -0.2%, Ins promoter up -0.6, Dynein cargo inh -0.123, M1AAP inhibition 30.4%, Autophagy mod inactive, M17LAP inhibition 9.3%, Dynein cargo inh cytoplasmic EGFP -0.212, Dynein cargo inh nuclear GR-EGFP -0.0021, Dynein cargo inh cell count -0.0131, Ins promoter up cell count 1090, b-catenin transl cell count 5 µM 1043, MT stabilize HCS Hoechst-high % 2.4, MT stabilize HCS cytotoxicity % 8.2 and Autophagy mod cell loss 18 h -7.7.
`COc1cccc(-c2cc(C(F)(F)F)nc(N3CCOCC3)n2)c1` gave b-catenin transl -0.8, MT stabilize HCS 3.9, CSM14.1 death rescue -1.3%, K1F lysis inhibition 0.1%, Ins promoter up -0.4, Dynein cargo inh 1.65, M1AAP inhibition 2.0%, Autophagy mod inactive, M17LAP inhibition -16.8%, Dynein cargo inh cytoplasmic EGFP -0.21, Dynein cargo inh nuclear GR-EGFP 0.458, Dynein cargo inh cell count 0.625, Ins promoter up cell count 1629, b-catenin transl cell count 5 µM 1473, MT stabilize HCS Hoechst-high % 1.5, MT stabilize HCS cytotoxicity % 2.4 and Autophagy mod cell loss 18 h 21.5.
`COc1ccc(N2CCN(CCCNC(=O)C3CCCN(S(=O)(=O)c4c(C)n[nH]c4C)C3)CC2)cc1` (stereo unspecified) gave b-catenin transl 0.3, MT stabilize HCS 3.0, CSM14.1 death rescue -6.0%, K1F lysis inhibition -0.7%, Ins promoter up -0.1, Dynein cargo inh -0.925, M1AAP inhibition -3.4%, Autophagy mod inactive, M17LAP inhibition 0.7%, Dynein cargo inh cytoplasmic EGFP -0.32, Dynein cargo inh nuclear GR-EGFP -0.492, Dynein cargo inh cell count 0.901, Ins promoter up cell count 1174, b-catenin transl cell count 5 µM 1190, MT stabilize HCS Hoechst-high % 1.9, MT stabilize HCS cytotoxicity % 2.2 and Autophagy mod cell loss 18 h 15.0.
COc1cc(C2NC(=O)c3ccccc3O2)cc(OC)c1OC (stereo unspecified) was read as b-catenin transl -1.4, MT stabilize HCS 2.0, CSM14.1 death rescue -0.7%, K1F lysis inhibition 0.8%, Ins promoter up 1.8, Dynein cargo inh -0.565, M1AAP inhibition 18.4%, Autophagy mod inactive, M17LAP inhibition -17.9%, Dynein cargo inh cytoplasmic EGFP -0.168, Dynein cargo inh nuclear GR-EGFP -0.218, Dynein cargo inh cell count 0.203, Ins promoter up cell count 994, b-catenin transl cell count 5 µM 1146, MT stabilize HCS Hoechst-high % 2.3, MT stabilize HCS cytotoxicity % 11.7 and Autophagy mod cell loss 18 h -24.7.
Cc1ccnc(NS(=O)(=O)c2ccc(NC(=O)c3ccc([N+](=O)[O-])s3)cc2)n1 was read as b-catenin transl -2.7, MT stabilize HCS 3.9, CSM14.1 death rescue -0.9%, K1F lysis inhibition -0.1%, Ins promoter up 2.25, Dynein cargo inh -0.648, M1AAP inhibition 16.0%, Autophagy mod inactive, M17LAP inhibition 37.9%, Dynein cargo inh cytoplasmic EGFP -0.157, Dynein cargo inh nuclear GR-EGFP -0.632, Dynein cargo inh cell count 0.523, Ins promoter up cell count 1058, b-catenin transl cell count 5 µM 1050, MT stabilize HCS Hoechst-high % 2.4, MT stabilize HCS cytotoxicity % 10.6 and Autophagy mod cell loss 18 h -9.7.
